High-throughput results from PubChem.
Dicer processing: inhibitors of Dicer pre-microRNA processing, primary screen, biochemical, cat-ELCCA, chemiluminescence; Endoribonuclease Dicer (Homo sapiens), Q9UPY3; cat-ELCCA pre-miR-21 Dicer processing; stronger effect = higher value; z-score at 25 µM; 47,000 compounds, 6% hits; in the data active = z-score above about 3, passing the limit was not always enough;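 also: plate controls were vehicle for no effect and no enzyme for full effect; higher signal means more uncleaved substrate so more Dicer inhibition; strong numbers were not always called active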
* marks the source's active call; other numbers are inactive results. An excerpt; count on the stated rates, not on these rows.

SMILES | Dicer processing
CCN(CC)CC(O)Cn1c2ccc(Br)cc2c2cc(Br)cc(Br)c21 (stereo not drawn) | -0.72
c1ccc(Nc2nc(CN3CCCCC3)cs2)cc1 | 0.99
CCOc1ccc(C2C3=C(CCCC3=O)Nc3nc(-c4ccc(OC)cc4)nn32)cc1 (stereo not drawn) | -0.07
OC1=C(O)c2nc3cc(C(F)(F)F)ccc3nc21 | 0.57
CCc1oc2ccccc2c1C(=O)c1cc(Br)c(O)c(Br)c1 | 0.59
Cc1nc(Nc2nc3ccccc3o2)nc(-c2ccccc2)c1C#N | -0.7
O=C(O)C1(c2ccccc2)CCOCC1 | 12
CS/C(=N\S(=O)(=O)c1ccccc1)N1CCCCC1 | 0.88
CCOc1cc(C2c3c(oc4ccccc4c3=O)C(=O)N2c2ccc(C)cn2)ccc1O (stereo not drawn) | 4.7*
Cc1[nH]cc(Br)c(=O)c1OCC(=O)O | 4*
COc1ccc(C2C(C(=O)O)c3ccccc3C(=O)N2Cc2ccc(F)cc2)cc1 (stereo not drawn) | 2.7
CCn1c(N)c(C(=O)NCCOC)sc1=S | 0.2
CCn1c(SCC(=O)c2ccccc2)nc2sc3c(c2c1=O)CC(C)(C)OC3 | -0.17
Fc1ccc(OCc2nnc3n2N=C(c2ccc(Cl)cc2)CS3)cc1 | -0.61
CCCc1cc(=O)[nH]c(/N=C(\N)Nc2cc(C(F)(F)F)ccc2Cl)n1 | 8.7
COc1ccc(C2=Nc3ccccc3SC(c3ccc(OC)c(O)c3)C2)c(O)c1 (stereo not drawn) | -0.56
OCC(CO)(CO)NC(=S)Nc1cc(Cl)cc(Cl)c1 | 0.14
COc1ccc2nc(-c3ccccc3)cc(NCCN(C)C)c2c1 | 0.42
Cc1cc(CNC(=O)c2cc(C)n(C)n2)c(C(F)(F)F)o1 | -0.44
COc1ccc(C(O)c2nc3ccccc3s2)cc1 (stereo not drawn) | -1.1
COc1ccc(-c2noc(Cc3ccc(C)cc3)n2)cc1 | -0.28
COC(=O)c1cc(/C=N/Nc2ccc([N+](=O)[O-])cn2)cn1C | 4.1
COc1ccc(/C=N/NC(=O)N/N=C/c2ccc(OC)c(Br)c2)cc1Br | 0.74
C=C(C)Cc1c(C)[nH]n(S(=O)(=O)c2ccccc2)c1=O | 1.3
Cn1nccc1NS(=O)(=O)c1ccc(NS(=O)(=O)c2ccc(Cl)cc2)cc1 | 0.29
Cc1ccc2nc(C(F)(F)F)cc(N3CCN(/C=C(/C#N)S(=O)(=O)c4cccs4)CC3)c2c1 | -1.5
COC(=O)c1sc(N2CCCCC2)c(C#N)c1N | 29*
Cc1ccc2c3c1C(=O)C(=O)N3C(C)(C)CC2(C)c1ccccc1 (stereo not drawn) | 0.59
Cc1ccc(S(=O)(=O)NC2CC3CC[C@]2(C)C3(C)C)cc1 (stereo partly drawn) | -0.39
CCCCNc1c([N+](=O)[O-])c(=O)sc2ccccc12 | 7*
Cc1c(S(=O)(=O)C(C)C)c(N)n(Cc2cccnc2)c1C | -2.1
CS/C(NCc1cccnc1)=C(/C#N)S(=O)(=O)c1ccc(Cl)cc1 | 0.43
CCOC(=O)CSc1nc(N2CCOCC2)c2c(c1C#N)CCCC2 | -0.54
Cc1cc(Nc2ccc(F)cc2F)nc(SCc2c(Cl)cccc2Cl)n1 | -0.89
Cc1cc(NC(=O)c2ccco2)cc(-c2nc3ncccc3o2)c1O | -1.1
CC(=O)NC(=O)/C(C#N)=C/NCc1cccs1 | 0.76
N#C/C(=C\Nc1ccc(F)cc1)C(=O)C1CC1 | 0.98
FC(F)(F)c1cc(-c2ccccc2)nc2ncnn12 | -0.01
O=C(CCCN1C(=O)c2cccc3cccc(c23)C1=O)N1CCOCC1 | 0.41
CC1=C(C(=O)OC2CCCC2)C(c2coc3ccc(Cl)cc3c2=O)C2=C(CCCC2=O)N1 (stereo not drawn) | 0.44
CCOc1ccc(OCCSc2nnnn2C2CCCCC2)cc1 | -0.2
Cc1ccc2c(c1)-c1ncc(C(=O)c3cc(Br)ccc3O)cc1CO2 | 2.3
O=C1C(=O)N(c2ccc(Cl)cc2)C(=S)/C1=C(/Nc1ccc(Cl)cc1)c1ccccc1 | -1.1
COc1ccc(Nc2nc(Cl)nc(Nc3ccc(OC)c(OC)c3)n2)cc1OC | 0.11
Cc1cc(O)c(C(=O)/C=C/N(C)C)c(=O)o1 | -0.95
CCOC(=O)C1=C(CC)NC2=C(C(=O)CC(C)(C)C2)C1c1ccc(OC)cc1OC (stereo not drawn) | -0.69
CCOC(=O)c1c(N)nc(SC)n1Cc1ccco1 | 0.37
CCOC(=O)c1oc2nc(-c3ccc(Cl)cc3)cc(-c3ccccc3)c2c1N | -3.5
O=C1c2nccnc2C(=O)N1c1cccc2ccccc12 | -7.5
Cc1cc(Br)ccc1S(=O)(=O)Nc1ccnn1C | 0.06
CSc1c(C#N)c(-c2ccccc2)nn1C | -2
CN1C(=O)CN(C2CCCCC2)C1=O | 1
COc1ccc(C[C@@H]2c3cc(OC)c(OC)cc3CC[N@+]2(C)CCC(=O)OCCCCCOC(=O)CC[N@@+]2(C)CCc3cc(OC)c(OC)cc3[C@H]2Cc2ccc(OC)c(OC)c2)cc1OC | 37
CCOC(=O)C1=C(C)NC(C)=C(C(=O)OCC)C1c1c(F)c(F)c(F)c(F)c1F | -0.5
CC1(C)CC(=O)C2=C(C1)N=C1c3ccccc3C(=O)C1C2c1ccc(Br)cc1 (stereo not drawn) | 0.88
O=C(CSc1nnnn1-c1ccccc1)Nc1cccc(F)c1 | 0.09
C=CCC(NCc1ccccc1)c1ccc(C)o1 (stereo not drawn) | -1.6
CSc1nc(N)nc(N2CCCC2)n1 | -1.8
COc1cc(/C=C2\N=C(C)OC2=O)cc(OC)c1 | 1.1
O=C(Nc1cc(Cl)c(-n2cccc2)cc1Cl)c1ccc(C(F)(F)F)cc1 | -0.91
New compounds follow
SMILES | Dicer processing
Cc1ccc(Cn2c(NCc3ccco3)nc3c2c(=O)n(C)c(=O)n3C)cc1 | 0.5
CN(C(=O)CSc1ccc(C(F)(F)F)cn1)c1c2c(nn1C)CCCC2 | -1.3
COc1ccc2[nH]c(C)c(CN(C)C3CCCCC3)c(=O)c2c1 | 0.5
COC(=O)c1cc(OC(=O)c2nn(-c3ccccc3)nc2C)n(-c2ccccc2)n1 | 0.58
O=C(O)/C=C/c1ccc(Cn2ccnc2)cc1 | 4.2
CCOC(=O)N1CCN(S(=O)(=O)c2ccc(C)cc2)C1C(C)C (stereo not drawn) | 0.97
C/C(=N/NC(=O)c1ccccc1)C(=O)O | 3.3*
O=C(CSc1nnnn1-c1ccccc1)Nc1ncc2c(n1)CC(c1ccco1)CC2=O (stereo not drawn) | 2.3
O=[N+]([O-])c1cc(F)ccc1-n1cccc1 | 0.06
COC(=O)C(Cc1ccc(F)cc1)(Cc1ccc(F)cc1)C(C)=O | -0.71
CCOC(=O)c1c(NC(=O)C(Cl)(Cl)Cl)nc(SC)n1-c1ccccc1OC | -1.7
O=C(CCSc1c(Cl)cccc1Cl)c1ccc(Cl)s1 | -0.5
N#Cc1c(Nc2ccc(Cl)cc2)s[nH]c1=O | 1.3
O=C(O)CCc1c(C(=O)O)[nH]c2cc(Cl)cc(Cl)c12 | 0.01
Cc1ccc(C2C3C(=O)N(C(C)C)C(=O)C3ON2c2ccc(Cl)cc2)cc1 (stereo not drawn) | -0.78
O=C(O)c1cc([N+](=O)[O-])ccc1Oc1cncc(Cl)c1 | 1.8
CCOC(=O)CNC(=O)Cn1cnc2c1c(=O)n(C)c(=O)n2C | 1.7
CSc1nc(C)c(CC2CC2)c(=O)[nH]1 | 2.1
CN1C(=O)CC(NCc2ccc3c(c2)OCO3)C1=O (stereo not drawn) | -0.41
CCOC(=O)c1c(NC2SC(=O)N(c3ccccc3)C2=O)sc(C)c1C (stereo not drawn) | 0.89
O=C1CSC(CS(=O)(=O)Cc2cccc(C(F)(F)F)c2)=N1 | -1.7
CCOC(=O)c1c(Nc2ccccc2)sc([N+](=O)[O-])c1N | 0.7
O=C(O)c1sccc1Br | 0.1
Cc1ccc(S(=O)(=O)c2nc(-c3ccccc3)oc2S(C)(=O)=O)cc1 | -1.3
COc1ccc(Cl)cc1NC(=O)C(=O)NCC1CCCO1 (stereo not drawn) | -0.43
Nc1nonc1-c1nc2ccccc2n1Cc1ccc(-c2nn[nH]n2)cc1 | 1.3
CCCc1[nH]nc2c1C(c1c(OC)cc(OC)cc1OC)C(C#N)=C(N)O2 (stereo not drawn) | -6.5
CCOC(=O)c1cnc2ccc(OCC)cc2c1Cl | 0.45
C#CCn1nnc(-c2cc(C(F)(F)F)cc(C(F)(F)F)c2)n1 | 2
CCOC(=O)c1c[nH]c2c(OC)cccc2c1=O | 1.6
Cc1cc(-c2cccnc2)c(C#N)c(SCC(=O)O)n1 | 2.8
Cn1ccc(NS(=O)(=O)c2ccc(NS(=O)(=O)c3cc(C(F)(F)F)cc(C(F)(F)F)c3)cc2)n1 | -1.4
O=C1CC(C(=O)Nc2ccc(Cl)cc2)n2ncnc2N1 (stereo not drawn) | 0.22
CC1(C)Cc2c(c(N3CCOCC3)nc3sc(C(=O)Nc4ccccc4)c(N)c23)CO1 | 2.3
Cc1ccc(Oc2c(C)[nH]c(=S)[nH]c2=O)cc1 | 2.1
Cc1cc(C)nc(SCn2c(=S)sc3ccccc32)n1 | -0.69

Ordered by formula weight (highest first): some entries from above.
SMILES | Dicer processing
Cn1ccc(NS(=O)(=O)c2ccc(NS(=O)(=O)c3cc(C(F)(F)F)cc(C(F)(F)F)c3)cc2)n1 | -1.4
CCOC(=O)c1c(NC2SC(=O)N(c3ccccc3)C2=O)sc(C)c1C (stereo not drawn) | 0.89
Cc1ccc(S(=O)(=O)c2nc(-c3ccccc3)oc2S(C)(=O)=O)cc1 | -1.3
Nc1nonc1-c1nc2ccccc2n1Cc1ccc(-c2nn[nH]n2)cc1 | 1.3
O=C1CSC(CS(=O)(=O)Cc2cccc(C(F)(F)F)c2)=N1 | -1.7
C#CCn1nnc(-c2cc(C(F)(F)F)cc(C(F)(F)F)c2)n1 | 2
Cc1cc(C)nc(SCn2c(=S)sc3ccccc32)n1 | -0.69
COc1ccc(Cl)cc1NC(=O)C(=O)NCC1CCCO1 (stereo not drawn) | -0.43
O=C1CC(C(=O)Nc2ccc(Cl)cc2)n2ncnc2N1 (stereo not drawn) | 0.22
Cc1cc(-c2cccnc2)c(C#N)c(SCC(=O)O)n1 | 2.8
CCOC(=O)c1cnc2ccc(OCC)cc2c1Cl | 0.45
CN1C(=O)CC(NCc2ccc3c(c2)OCO3)C1=O (stereo not drawn) | -0.41
Cc1ccc(Oc2c(C)[nH]c(=S)[nH]c2=O)cc1 | 2.1
CCOC(=O)c1c[nH]c2c(OC)cccc2c1=O | 1.6
CSc1nc(C)c(CC2CC2)c(=O)[nH]1 | 2.1
O=C(O)c1sccc1Br | 0.1

An excerpt of these results, field by field:
c1ccc(Nc2nc(CN3CCCCC3)cs2)cc1
  Dicer processing: 0.99

CC1=C(C(=O)OC2CCCC2)C(c2coc3ccc(Cl)cc3c2=O)C2=C(CCCC2=O)N1 (stereo not drawn)
  Dicer processing: 0.44

The results go on.
SMILES | Dicer processing
CS/C(N)=N/N=C/c1ccc(Cl)cc1 | -1.8
O=C(CC(Sc1ccccc1C(=O)O)c1ccc(F)cc1)c1cccc(F)c1 (stereo not drawn) | -4.9
CCn1c(CN2c3ccccc3Sc3ccccc32)nnc1SCc1ccc([N+](=O)[O-])cc1 | 0.08
O=C(O)C1C2CCC(Br)(CC2)C1C(=O)O (stereo not drawn) | -1.7
CC1CCN(c2ccc([N+](=O)[O-])c(Oc3nc4cc(Cl)ccc4s3)c2)CC1 | -2
CC(C)S(=O)(=O)c1csc(C(=O)O)c1 | -1.2
COc1ccc(S(=O)(=O)N2CCN(c3ccccc3OC)CC2)cc1 | 1.1
CN(CC(=O)O)c1ncc(-c2nnnn2-c2ccccc2)c(-c2ccccc2Cl)n1 | -0.26
COc1ccc(-c2c(C(F)(F)F)[nH]n3c(=O)cc(C(C)(C)C)nc23)cc1 | 1.1
N#CC1=C(N)Oc2cc(O)ccc2C1c1cccnc1 (stereo not drawn) | -0.22
O=C1NCCN1CCNS(=O)(=O)c1ccc2c(c1)CCO2 | -1.7
CCOC(=O)c1c(SC)n(-c2ccccc2)c(=S)n(-c2ccccc2)c1=O | -0.89
CCN1C(=O)c2cccc3c(NC(=O)c4cccc([N+](=O)[O-])c4)ccc1c23 | -0.57
Cc1cc([N+](=O)[O-])nn1CC(=O)NCCCn1ccnc1 | -0.48
Cn1c(N/N=C/c2ccc(Br)cc2)nc2c1c(=O)n(Cc1cccc(F)c1)c(=O)n2C | 1.6
Cc1sc2c(c1C)C(O)=C(C(=O)Nc1ccc(OC(F)(F)F)cc1)S(=O)(=O)N2C | 2.4
Cc1cc(Cl)c(OC(=O)c2c(Cl)cccc2Cl)c(Cl)c1 | -1.2
O=C(Oc1cc(=O)oc2c1c(=O)n1c3c(cccc23)CCC1)c1ccccc1 | -0.42
CCOC(=O)c1c(C)oc2ccc(OCc3cccc(Br)c3)cc12 | 0.01
CCCNC(=O)NS(=O)(=O)c1ccc(Cl)cc1 | 1.4
Fc1ccc(Cc2cnc(Nc3ccc(F)cc3)s2)cc1 | 0.63
O=S(=O)(Nc1ccccn1)c1ccc(C(F)(F)F)cc1Cl | -0.2
O=c1[nH]c2cc(Cl)c(Cl)cc2c(O)c1-c1ccccc1 | 0.07
N#C/C(=N\Nc1ccc(Cl)cc1)C(=O)C1CC1 | 2.5
Cc1ccc2c(c1)C(O)(CC(=O)c1ccc(C(C)(C)C)cc1)C(=O)N2 (stereo not drawn) | -0.13
CCOc1ccc(C2c3c(oc4ccccc4c3=O)C(=O)N2Cc2ccc3c(c2)OCO3)cc1 (stereo not drawn) | 0.38
COc1ccc(OCc2nc(-c3ccccn3)no2)cc1 | -1.8
CCOC(=O)C1=C(C(C)c2ccccc2)NC(=O)NC1C (stereo not drawn) | 0.15
O=C(NCc1ccco1)Nc1ccc(OCc2ccccc2)cc1 | 2
CC1=CC(C)(C)Nc2ccc(OC(=O)c3ccccc3)cc21 | 2.1
COC(=O)c1sccc1NC(=O)CN1c2cccc3cccc(c23)S1(=O)=O | 0.25
O=C(Nc1ccc(Cl)cc1)O/N=C\c1ccc(C#Cc2ccccc2)cc1 | 0.34
Cc1nn(-c2ccc([N+](=O)[O-])cc2)c(N)c1C(N)=S | -1.5
CCOC(=O)CCCCCN1C(=O)c2cccc3cccc(c23)C1=O | -0.47
